Screening data (PubChem BioAssay)
TrxR1 inh – qHTS Assay for Inhibitors of Mammalian Selenoprotein Thioredoxin Reductase 1 (TrxR1): qHTS. Thioredoxin reductase 1, cytoplasmic (Rattus norvegicus), O89049. recombinant rTrxR1, NADPH fluorescence consumption, selenite substrate. Potency, µM (top dose mostly 114 µM), inactives show at the top dose activity change, negative = inhibition, hits mostly inhibitors. 390,000 compounds, 1% hits. AID 588453, 2011; also: potency is read from the fitted curve at half-maximal effect; % is scaled to controls: 0 for no effect and ±100 for the full control effect; nearly all actives have a fitted effect of over 65% in size
Target sequence (O89049 whole entry, looked up): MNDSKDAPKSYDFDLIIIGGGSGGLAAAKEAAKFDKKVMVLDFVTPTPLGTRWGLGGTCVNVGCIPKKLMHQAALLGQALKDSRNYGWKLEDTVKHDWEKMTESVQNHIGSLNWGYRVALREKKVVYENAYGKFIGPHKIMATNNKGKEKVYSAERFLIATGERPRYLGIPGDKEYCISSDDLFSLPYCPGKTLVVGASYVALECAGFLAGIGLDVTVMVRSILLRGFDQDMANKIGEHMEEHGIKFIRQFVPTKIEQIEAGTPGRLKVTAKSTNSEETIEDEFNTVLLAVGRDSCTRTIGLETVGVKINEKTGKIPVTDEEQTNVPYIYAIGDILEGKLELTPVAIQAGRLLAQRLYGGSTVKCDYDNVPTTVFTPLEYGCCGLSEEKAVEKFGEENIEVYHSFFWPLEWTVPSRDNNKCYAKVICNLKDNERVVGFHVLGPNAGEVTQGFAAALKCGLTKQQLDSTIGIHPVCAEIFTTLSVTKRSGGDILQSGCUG
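Rat TrxR1 (90 nM in the dispensed reagent) was pre-reduced with 400 uM NADPH for 5 min at room temperature, then incubated with compound for 15 min. After 400 uM selenite was added, NADPH fluorescence (Ex 340/Em 450 nm) was followed for 8 min.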
Pin1 inh – qHTS Assay to Find Inhibitors of Pin1. Peptidyl-prolyl cis-trans isomerase NIMA-interacting 1 (Homo sapiens), Q13526. 390,000 compounds, 0.009% hits. Potency, µM (highest dose often 115 µM), inactives show at the top dose activity, negative = inhibition, most hits filed as inhibitors. Pin1 FP peptide displacement, HiFluor488, 10 min; active = well fitted inhibition curve with a large enough effect in the polarisation, with a control signal flat, not every such curve was filed as active; inconclusive = small, poorly fitted or top-dose-only effect, or effect the other way, or a change in a side signal; inactive = no such curve, though single readings can be large or run the other way; the % refers to the polarisation; also: potency is read from the fitted curve at half-maximal effect; % is scaled to controls: 0 for no effect and ±100 for the full control effect
PI4K2A block – qHTS for small molecular inhibitors of PI4K2A. Phosphatidylinositol 4-kinase type 2-alpha (Homo sapiens), Q9BTU6. purified PI4K2A, ADP-Glo luminescence, 1 h; stronger effect = lower value. activity change, negative = inhibition, % at 76.9 µM. 420,000 compounds, 0.13% hits; in the data active = activity change below about -50%; inconclusive = mostly about -30% to -49%;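 also: -100% = wells without enzyme as full effect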
Target sequence (Q9BTU6 whole entry, looked up): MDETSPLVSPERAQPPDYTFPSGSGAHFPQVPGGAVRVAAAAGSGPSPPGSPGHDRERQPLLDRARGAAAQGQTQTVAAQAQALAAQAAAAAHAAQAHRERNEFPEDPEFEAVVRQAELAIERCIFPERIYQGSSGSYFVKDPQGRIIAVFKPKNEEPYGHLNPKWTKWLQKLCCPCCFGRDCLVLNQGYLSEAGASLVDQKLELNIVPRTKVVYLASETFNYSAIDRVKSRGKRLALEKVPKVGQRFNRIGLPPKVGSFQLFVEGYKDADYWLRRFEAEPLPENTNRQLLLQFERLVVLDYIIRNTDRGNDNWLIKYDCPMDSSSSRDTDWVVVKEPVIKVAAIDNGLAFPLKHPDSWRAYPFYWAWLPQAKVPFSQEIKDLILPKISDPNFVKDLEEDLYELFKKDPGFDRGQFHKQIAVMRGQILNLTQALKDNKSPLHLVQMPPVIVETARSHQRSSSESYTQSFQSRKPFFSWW
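ADP-Glo luminescence measured ADP generated by PI4K2A enzyme (4 ug/mL before mixing) with 1.2 mM PI substrate (pre-mix) and 300 microM ATP (pre-mix). Tris pH7.5 buffer with MgCl2, Triton X-100; 1 h reaction at ambient temperature.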
Tb PGK inh – qHTS Assay to Find Inhibitors of Phosphoglycerate Kinase. Phosphoglycerate kinase, glycosomal (Trypanosoma brucei brucei), P07378. PGK/GAPDH coupled, Kinase-Glo luminescence, 60 min. Potency, µM (titrated, usually from 57.5 µM), without a hit: top-dose activity change, negative = inhibition, most hits filed as inhibitors. 380,000 compounds, 0.043% hits; also: potency is read from the fitted curve at half-maximal effect; % is scaled to controls: 0 for no effect and ±100 for the full control effect; nearly all actives have a fitted effect of over 60% in size
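Luminescent ATP detection (Kinase-Glo Plus) follows a 60-minute room-temperature incubation, with wells lacking PGK as controls. Buffer: 100 mM TEA (pH 7.6), 5 mM MgCl2, 0.01% Tween-20. Coupling enzyme GAPDH (100 nM final) supplies unstable 1,3-BPG in-well.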
HP1b chromo inh – HTS for Inhibitors of HP1-beta Chromodomain Interactions with Methylated Histone Tails. Chromobox protein homolog 1 (Homo sapiens), P83916. AlphaScreen HP1-beta / biotin-H3K9me3 peptide binding. AID 540317, 2011. 390,000 compounds, 0.56% hits. Potency, µM (doses to about 114 µM), inactives show at the highest dose activity change, negative = inhibition, most hits filed as inhibitors; also: potency is read from the fitted curve at half-maximal effect; nearly all actives have a fitted effect of over 70% in size; inactives centre near 23
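HP1-beta protein (50 nM final) preincubated 30 min at room temperature with biotinylated H3(1-18)K9me3 peptide (50 nM) in PBS pH 7.4, 0.01% Tween-20, then compound added for 30 min. AlphaScreen streptavidin donor/nickel chelate acceptor beads (10 ug/mL final), 30 min dark, luminescence read.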
USP1 inh – Inhibitors of USP1/UAF1: Primary Screen | recombinant USP1/UAF1, Ub-Rhodamine cleavage fluorescence | Potency, µM (highest dose often 57.1 µM), for the others: at the top dose activity change, negative = inhibition, actives largely listed as inhibitors | 390,000 compounds, 0.23% hits | AID 743255, 2014; also: potency is read from the fitted curve at half-maximal effect; % is scaled to controls: 0 for no effect and ±100 for the full control effect; nearly all actives have a fitted effect of over 60% in size; inactives centre near -12
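USP1/UAF1 complex at 1 nM was preincubated with compound for 15 min at room temperature, then Ub-Rho substrate (150nM final) was added. Fluorescence (480/540 nm) was read kinetically, 6 reads every 60 seconds.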
IDH1 R132H inh – qHTS for Inhibitors of mutant isocitrate dehydrogenase 1 (IDH1): qHTS; Isocitrate dehydrogenase [NADP] cytoplasmic (Homo sapiens), O75874; 390,000 compounds, 0.093% hits; IDH1-R132H enzyme, NADPH consumption, diaphorase/resazurin fluorescence; Potency, µM (top dose mostly 76.6 µM), for inactives: at the top dose activity change, negative = inhibition, hits mostly inhibitors; also: potency is read from the fitted curve at half-maximal effect; % is scaled to controls: 0 for no effect and ±100 for the full control effect; nearly all actives have a fitted effect of over 65% in size
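IDH1-R132H (0.5 ug/mL) preincubated 30 min with compound, then NADPH (0.016 mM) and alpha-KG (2 mM) added; 80 min at RT, pH 7.5. Remaining NADPH coupled via diaphorase/resazurin to fluorescence (540/590 nm); concentration-response curves normalized to no-enzyme control.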
GLS inh – qHTS for Inhibitors of Glutaminase (GLS); Potency, µM (top dose mostly 45.5 µM), for inactives: at the highest dose activity change, negative = inhibition, actives largely listed as inhibitors; AID 624170, 2012; 410,000 compounds, 0.21% hits; GLS enzymatic activity, qHTS titration; also: potency is read from the fitted curve at half-maximal effect; % is scaled to controls: 0 for no effect and ±100 for the full control effect
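Glutamate formation by hKGA was monitored fluorometrically using coupled glutamate oxidase, HRP and Amplex Red. Substrate was added as 1 mM L-glutamine solution; incubation was 30 min at RT after an initial read.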
TrxR1 substrate – qHTS Assay for Substrates of Mammalian Selenoprotein Thioredoxin Reductase 1 (TrxR1): qHTS | purified TrxR1 substrate turnover, NADPH consumption readout | Potency, µM (doses to about 114 µM), inactives show top-dose activity change, negative = substrate turnover | 390,000 compounds, 0.01% hits | AID 588456, 2011; also: potency is read from the fitted curve at half-maximal effect; % is scaled to controls: 0 for no effect and ±100 for the full control effect; nearly all actives have a fitted effect of over 50% in size
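Rat TrxR1, dispensed at 90 nM, was prereduced with 400 uM NADPH (final) for 5 min at ~22 deg C, then incubated with compound 15 min before 400 uM selenite. A first-read NADPH fluorescence drop versus no-compound background flagged substrates.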
* = called active by the depositor; i = inactive; ? = inconclusive; & = joins results of further samples; [ ] = dose if it differs, or a comment. Unless noted, calls follow the shape of the dose curve; as a rule, active = well fitted curve in the direction sought with a large enough effect; inconclusive = small, poorly fitted or top-dose-only effect, or another doubt; inactive = no such curve, though single readings can be large; an effect the other way counts as inactive or inconclusive. An excerpt; the hit share may differ from the screen's.

| canonical_smiles | TrxR1 inh | Pin1 inh | PI4K2A block | Tb PGK inh | HP1b chromo inh | USP1 inh | IDH1 R132H inh | GLS inh | TrxR1 substrate |
| --- | --- | --- | --- | --- | --- | --- | --- | --- | --- |
| Cc1ccc2oc3c(c(=O)c2c1)C1(C(=O)N(C)c2ccccc21)N(CCCO)C3=O (centres undefined) | 21% | 0% | -2 | 0% | 6% | -18% | 3% | -7% | 2% |
| COc1cc(C2C(C#N)=C(N)N(c3cccnc3)C3=C2C(=O)CC(C)(C)C3)ccc1O (centres undefined) | 1% | -1% | 1 | -3% | 17% | -25% | 4% | 0% | 14% |
| Cc1ccc(CN(C)C(=O)C2CCC(=O)N(CC3CCCCC3)C2)o1 (centres undefined) | 40µM* | -7% | -3 | -2% | 44%[activator] | -19% | 0% | -3% | 6% |
| CN(C)c1nnnn1-c1ccc(Oc2ncc(C(F)(F)F)cc2Cl)cc1 | 19%[57.1 µM] | 1% | 0 | i | 24% | -19% | 9% | 7% | 7% |
| Cc1nc2nc(C)c(CCC(=O)N3CCOCC3)c(C)n2n1 | -6% | -7% | 0 | -17% | 38% | -22% | 2% | -2% | -8% |
| CSc1ccc(CCNC(=O)CCc2nnc3ccc(NCCCN4CCCC4=O)nn23)cc1 | 20% | 15% | -5 | -6% | 49%[activator] | -16% | 5% | -8% | 19% |
| Cc1ccc(C(=O)CCC(=O)N(C)CC(=O)Nc2ccccc2Br)cc1 | -1% | 3% | 2 | -3% | 22% | -22% | 1% | 2% | -5% |
| Cc1cc2oc(C(=O)N(Cc3ccc(N(C)C)cc3)CC3CCCO3)c(C)c2cc1C (centres undefined) | -18%&19% | ? | -1&2 | 4%&4% | ? | ? | -6%&-7% | 3%&7% | -12%&-1% |
| COc1ccc(C2NC(=O)c3ccccc3O2)c(OC)c1OC (centres undefined) | 4% | -5% | 15 | -17% | 23% | -19% | 7% | -5% | 2% |
| Cc1ccc(-c2cc(-c3ccccc3)c(C#N)c(SCC(O)CS(=O)(=O)Cc3ccccc3)n2)cc1 (centres undefined) | 38%[activator] | 28% | -1 | -7% | -2% | -2% | -8% | -2% | 58%[activator] |
| CC1(C)CC(=O)C(CC(=O)Nc2ccc(S(N)(=O)=O)cc2)=C(O)C1 | 25% | -6% | -4 | -3% | 13% | -10% | -2% | 4% | 11% |
| O=C(O)COc1c(-c2ccccc2)oc2ccccc2c1=O | -9% | 5% | 2 | i | 69%[activator] | -5% | 6% | 8% | 1% |
| COCCN(C(=S)Nc1c(C)cccc1C)C(C)c1cccs1 (centres undefined) | 9% | -2% | 0 | -1% | 107%[activator] | -18% | 1% | 1% | -2% |
| COc1ccc(C2=C(Nc3ccc(F)cc3)c3ccccc3C2=O)cc1 | 13%[57.1 µM] | 0% | -8 | -2% | -10% | -9% | 2% | 16% | 3%[57.1 µM] |
| O=C(NC(Cc1c[nH]c2ccccc12)C(=O)O)/C(=C/c1ccc(F)cc1)NC(=O)c1ccccc1 (centres undefined) | -2% | -2% | -1 | -6% | 22% | -27% | -5% | -1% | -3% |
| Cc1oc(-c2ccccc2F)nc1CS(=O)(=O)CC(=O)NCCCN(C)C1CCCCC1 | -2% | -3% | 0 | 4% | 28% | -18% | 8% | -2% | 5% |
| COc1ccc(CCNC(=O)c2cnn(-c3ccc(F)cc3)c2C2CCN(C(=O)OC(C)(C)C)CC2)cc1OC | 13% | -5% | 2 | -2% | -7% | -18% | -9% | 1% | 0% |
| CN(C)c1cccc(C(=O)OCC(=O)Nc2ccccc2-c2ccccc2)c1 | 17% | -3% | -1 | -9% | 73%[activator] | -20% | 4% | 2% | 15%[57.1 µM] |
| O=C(COc1ccccc1[N+](=O)[O-])Nc1ccc2c(c1)OCO2 | 21% | -6% | 5 | -1% | 29% | -11% | 2% | -10% | 0% |
| O=C(N/N=C/c1cccnc1)c1ccc(NC(=O)C(c2ccccc2)c2ccccc2)cc1 | 5% | 3% | 4 | i | 21% | -19% | 1% | 3% | 5% |
| CCC1Oc2ccc(C)cc2N(CC(=O)N(Cc2ccc(C)o2)C2CCCC2)C1=O (centres undefined) | 25µM* | 9% | 4 | -1% | 4% | -11% | 2% | -3% | -1% |
| COc1ccccc1CNC(=O)c1cnc(SC)nc1C | 6% | 22% | -1 | -11% | 23% | -2% | -8% | -1% | -5% |
| CCOc1cc(C2/C(=C(/O)c3ccc(S(=O)(=O)N4CCCCC4)cc3)C(=O)C(=O)N2CCOC)ccc1O (centres undefined) | 7% | -3% | 1 | i | 42%[activator] | -12% | -1% | 15% | -13% |
| O=C(CSc1ncn[nH]1)N/N=C/c1ccc(C(F)(F)F)cc1 | -1% | 0% | 5 | -4% | 34% | -26% | 1% | 0% | -6% |
| CCN1C(=O)CC(C(=O)NCCc2ccc(S(N)(=O)=O)cc2)SC1=Nc1ccc(OC)cc1 (centres undefined) | 8%[57.1 µM] | 5% | 0 | i | 10% | -17% | 8% | 1% | 4%[57.1 µM] |
| CCN(CC)S(=O)(=O)c1ccc2c(c1)N(CC(=O)NCCc1ccc(OC)c(OC)c1)C(=O)CO2 | 17%[57.1 µM] | 1% | 3 | i | 52%[activator] | -7% | 9% | -11% | 3%[57.1 µM] |
| COc1cc(C(=O)Nc2ccc(S(=O)(=O)N3CCCCC3C)cc2)cc(OC)c1OC (centres undefined) | 21% | 1% | 4 | -5% | 17% | -22% | 4% | -19% | 13% |
| Cc1ccc(Cl)cc1NC(=O)Cn1c(=O)oc2cc(S(=O)(=O)N3CCCCCC3)ccc21 | 20%[57.1 µM] | 14% | -2 | 0% | 19% | -1% | -22% | -3% | -1%[57.1 µM] |
| COC(=O)Cn1c(=O)c(C)nc2ccccc21 | 7%[57.1 µM] | -1% | 1 | -8% | -15% | -15% | -1% | -17% | 22% |
| CCOc1ccc2c(c1)c(=O)c(C(=O)c1ccc(CC)cc1)cn2CC(=O)Nc1ccccc1C | 10% | 0% | 3 | -1% | 16% | ? | -5% | 1% | -2% |
| Cc1ccc(S(=O)(=O)N2CCOCC2)cc1NC(=O)C1=NN(c2ccccc2)C(=O)CC1 | 17% | -2% | -1 | -9% | 46%[activator] | -18% | 2% | -3% | 3% |
| CSc1ccccc1C(=O)Nc1ccccc1C | 19%[57.1 µM] | -5% | 3 | -1% | 5% | -14% | 5% | -1% | 11%[57.1 µM] |
| COc1cc2c(cc1OC)CN(C(=O)NS(=O)(=O)c1ccc(C)cc1)CC2 | -10% | -1% | 1 | -7% | 9% | -6% | 2% | 1% | 8% |
| COc1ccc(C2CC(c3ccccc3)=NN2C(=O)COC(=O)c2ccc(S(C)(=O)=O)cc2)cc1 (centres undefined) | 2% | 14% | -2 | -4% | 25% | -28% | 3% | -1% | 5%[57.1 µM] |
| CCOC(=O)c1cc(-c2ccccc2)n(CCCC(=O)Nc2cccc(C)c2C)c1C | 23%[57.1 µM] | 8% | -1 | -3% | 29% | -13% | 0% | -10% | 9%[57.1 µM] |
| COc1ccc(N=C2SCC(c3ccc(C)cc3)=NN2CCO)cc1 | 10%[57.1 µM] | 7% | 2 | 3% | -10% | -11% | 7% | -2% | -1%[57.1 µM] |
| CN1C(=O)C(CC(=O)NCC2CCCCC2)SC1=Nc1ccccc1 (centres undefined) | 15% | 0% | -7 | 4% | 18% | 0% | -5% | 1% | 0% |
| Cc1cccc(N=C2NC(=O)/C(=C/C=C/c3ccco3)S2)c1C | ? | ? | -27 | ? | 45µM* | -18% | -2% | -4% | -16% |
| O=C(NCc1ccco1)C1CCN(S(=O)(=O)c2ccccc2C(F)(F)F)CC1 | 0% | 2% | 1 | -7% | 22% | -13% | 9% | 0% | 2% |
| CSc1ccc(/C=N/Nc2nc(C)cc(C)n2)cc1 | 5%[57.1 µM] | -8% | 4 | -7% | 7% | -18% | 4% | 1% | 0%[57.1 µM] |
| Oc1c(C(c2ccccc2F)N2CCN(Cc3ccccc3)CC2)sc2nc(-c3ccco3)nn12 (centres undefined) | 3%[57.1 µM] | -12% | 1 | -6% | 31%[activator] | -9% | 14% | -2% | 6%[57.1 µM] |
| CCOC(=O)C1=C(O)CSC1=Nc1cccc(Cl)c1 | 10% | 1% | -2 | i | 11% | -15% | 7% | 3% | 9%[57.1 µM] |
| OC(c1cccs1)(c1cccs1)C1C[N+]2(CF)CCC1CC2 (centres undefined) | 8% | -3% | -4 | -4%[11.5 µM] | 7% | 3% | 1% | 0% | 7% |
| COc1ccc(N2C(=O)C3C4C=CC(C5CC45)C3C2=O)c([N+](=O)[O-])c1 (centres undefined) | -2% | -4% | 4 | -2% | 24% | -14% | 10% | -12% | -5% |
